Screening results as filed in PubChem BioAssay.
SMARCA2 activ – SMARCA2 (BRM) function activators, primary screen, cell-based, luminescence, high throughput; MG213 cells, MMTV-luciferase reporter, dexamethasone, overnight; activation, % at 9.1 µM; actives 1% (n = 370,000); AID 652017, 2013; in the data active means activation above about 7.8%;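 further: 0% = vehicle wells and 100% = reference activator wells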
FXN GAA850 act – FXN promoter activators, primary screen, cell-based, luciferase luminescence, HEK293 lucGAA850; activation, % at 6 µM; actives 0.56% (n = 360,000); HEK293 lucGAA850 FXN promoter luciferase reporter, 24 h; percent of 10 µM SAHA response;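 active means activation above the average of all compounds screened plus 3 SD, cutoff fixed separately per campaign, cut at about 7.5% in these data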;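 further: 0% = DMSO wells and 100% = 10 µM SAHA wells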
hcDAF12 agonist – H. contortus DAF-12 nuclear receptor activators, primary screen, cell-based, luminescence, HEK293, lit1-tk-luc reporter | actives 1.4% (n = 370,000) | activation, % at 6.8 µM | HEK293 hcDAF-12 lit1-tk-luc reporter; 0% DMSO, 100% Δ7-dafachronic acid;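 active means activation above the mean of all tested compounds plus 3 SD, cut at about 5.5% in these data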;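 further: 100% = response to 3 µM Δ7-dafachronic acid high control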
DAX1 inh-1 – DAX1 (NR0B1) inhibitors, primary screen, cell-based, HEK293, Gal4-DAX1, luciferase luminescence; HEK293 Gal4-DAX1 luciferase reporter; AID 504766, 2011; Nuclear receptor subfamily 0 group B member 1 (Homo sapiens), P51843; actives 0.99% (n = 340,000); inhibition, % at 6.75 µM;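 active means inhibition above the mean over all tested compounds plus 3 SD, cut at about 4.2% in these data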;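 further: 0% = DAX1-transfected cells with DMSO and 100% = empty-vector control cells with DMSO; inhibition shows as a rise in luminescence from relieved DAX1 repression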
Target sequence (P51843 207-470 limits assumed): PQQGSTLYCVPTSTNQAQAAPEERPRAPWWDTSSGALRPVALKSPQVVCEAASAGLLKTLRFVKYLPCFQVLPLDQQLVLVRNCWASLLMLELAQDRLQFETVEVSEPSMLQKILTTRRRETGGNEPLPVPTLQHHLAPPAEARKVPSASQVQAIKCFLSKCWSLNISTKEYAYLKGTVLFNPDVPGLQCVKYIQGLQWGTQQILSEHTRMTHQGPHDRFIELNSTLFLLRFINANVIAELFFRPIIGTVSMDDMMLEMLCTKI
sPLA2-III inh – human group III sPLA2 inhibitors, primary screen, biochemical, QFRET, BODIPY PC-A2 liposome substrate | Group 3 secretory phospholipase A2 (Homo sapiens), Q9NZ20 | QFRET BODIPY PC-A2 liposome hydrolysis, fluorescence | inhibition, % at 12.2 µM | actives 0.56% (n = 370,000);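 active means inhibition above mean plus 3 SD of compounds lying within the high and low control bounds, cut at about 19% in these data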;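 further: 0% = median of test compound wells and 100% = no enzyme DMSO wells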
Rev-erbA mod – modulators of Rev-erb alpha DNA binding, primary screen, biochemical, FITC-DNA, fluorescence polarization, uHTS. actives 0.79% (n = 370,000). activity, % at 10 µM. Nuclear receptor subfamily 1 group D member 1 (Homo sapiens), P20393. AID 1259318, 2017. Rev-erbα–FITC-DNA binding, 90 min;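 active means activity above about 14%, limit read from the data; passing the limit was not always enough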;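 further: 0% = DMSO wells with 35 nM protein and 100% = DMSO wells with 750 nM protein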
Target sequence (P20393 whole entry, looked up): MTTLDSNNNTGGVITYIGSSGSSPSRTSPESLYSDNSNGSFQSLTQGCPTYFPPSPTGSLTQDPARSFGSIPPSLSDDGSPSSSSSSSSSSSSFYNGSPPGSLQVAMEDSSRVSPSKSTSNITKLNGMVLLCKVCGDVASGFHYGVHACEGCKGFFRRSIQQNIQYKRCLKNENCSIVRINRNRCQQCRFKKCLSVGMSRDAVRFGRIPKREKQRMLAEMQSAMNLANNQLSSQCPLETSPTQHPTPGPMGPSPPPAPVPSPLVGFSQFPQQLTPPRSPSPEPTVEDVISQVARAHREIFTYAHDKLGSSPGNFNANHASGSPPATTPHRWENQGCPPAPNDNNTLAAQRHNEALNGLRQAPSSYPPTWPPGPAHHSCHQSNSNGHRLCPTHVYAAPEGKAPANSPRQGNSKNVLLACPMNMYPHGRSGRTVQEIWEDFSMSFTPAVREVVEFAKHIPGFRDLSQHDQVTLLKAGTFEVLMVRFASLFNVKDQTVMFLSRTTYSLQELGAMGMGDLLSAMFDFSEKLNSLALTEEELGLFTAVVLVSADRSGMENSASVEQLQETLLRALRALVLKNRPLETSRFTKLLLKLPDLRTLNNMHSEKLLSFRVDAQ
PLC-beta3 inh – human PLC-beta3 inhibitors, primary screen, biochemical, fluorescence. AID 720704, 2013. 1-phosphatidylinositol 4,5-bisphosphate phosphodiesterase beta-3 (Homo sapiens), Q01970. Purified PLC-beta3, fluorogenic substrate. inhibition, % at 12.2 µM. actives 0.18% (n = 370,000); in the data active means inhibition above about 11%;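 further: 0% = median of compound wells on plate and 100% = full blocker control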
ssDAF12 agonist – S. stercoralis DAF-12 nuclear receptor activators, primary screen, cell-based, luminescence, HEK293, GRIP1 co-expression, lit1-tk-luc. HEK293 ssDAF-12/GRIP1 lit1-tk-luc reporter; % of 3 µM dafachronic acid response. actives 1% (n = 370,000). AID 652126, 2013. activation, % at 6.8 µM;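 active means activation above the mean over all tested compounds plus 3 SD, cut at about 0.9% in these data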;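 further: 0% = DMSO-only wells and 100% = 3 µM delta7-dafachronic acid wells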
PG9 binder – binders of HIV-1 gp120 antibody PG9, primary screen, biochemical, TR-FRET; HIV-1 gp120 / PG9 antibody interaction; TR-FRET gp120-PG9 antibody binding; inhibition, % at 6.7 µM; actives 0.43% (n = 360,000); in the data active means inhibition above about 8.5%
DAX1 inh-2 – DAX1 (NR0B1) inhibitors on StAR promoter, primary screen, cell-based, luminescence, SF-1 (NR5A1), full-length DAX-1. AID 652010, 2013. inhibition, % at 6.8 µM. actives 1.1% (n = 370,000). HEK293T StAR-luciferase reporter, SF-1/DAX-1 repression relief;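 active means inhibition above the mean over all tested compounds plus 3 SD, cut at about 3.6% in these data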;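 further: 0% = DAX-1 cells with DMSO and 100% = cells lacking DAX-1 with DMSO; higher inhibition means more luminescence from relief of DAX-1 repression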
hgDAF-12 ag – H. glycines DAF-12 receptor agonists, primary screen, cell-based, luminescence, HEK293, GAL4 fusion, UAS-luciferase; AID 687014, 2013; HEK293 GAL4-hgDAF12 UAS-luciferase reporter, agonist luminescence; normalized to butyrate control; activation, % at 6.8 µM; Nuclear hormone receptor DAF-12 (Heterodera glycines), GAL4 fusion; actives 1.8% (n = 370,000);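 active means activation above a cutoff set at the mean of all screened compounds plus 3 SD, cut at about 10% in these data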;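 further: 0% = DMSO wells and 100% = sodium butyrate wells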
An asterisk follows results filed as active.

For COc1ccc(CN2CN(c3ccc(Cl)cc3)C(=O)N(n3cnnc3)C2)cc1 the results were SMARCA2 activ -2, FXN GAA850 act -0.1, hcDAF12 agonist -1.4, DAX1 inh-1 -0.2, sPLA2-III inh -1, Rev-erbA mod -6, PLC-beta3 inh 5, ssDAF12 agonist -1.9, PG9 binder -2.2, DAX1 inh-2 -0.8 and hgDAF-12 ag -0.7.
Screening CCN(C1CCCCC1)S(=O)(=O)c1cn(C)c(=O)n(C)c1=O returned SMARCA2 activ -2, FXN GAA850 act 0.8, hcDAF12 agonist -0.7, DAX1 inh-1 -0.8, sPLA2-III inh -2, Rev-erbA mod -6, PLC-beta3 inh 4, ssDAF12 agonist -1.1, PG9 binder 2.3, DAX1 inh-2 -1.7 and hgDAF-12 ag 1.2.
`COCCNC(=O)CN(C(=O)c1ccc(N2CCCC2)nc1)c1ccc(F)c(Cl)c1` gave SMARCA2 activ -1, FXN GAA850 act 2.0, hcDAF12 agonist -1.0, DAX1 inh-1 0.8, sPLA2-III inh 2, Rev-erbA mod -3, PLC-beta3 inh -6, ssDAF12 agonist -1.2, PG9 binder -0.2, DAX1 inh-2 -0.9 and hgDAF-12 ag 0.3.
For Cc1ccc(S(=O)(=O)/C(=C\N(C)C)c2cnc(Cl)s2)cc1 the results were SMARCA2 activ -2, FXN GAA850 act -0.4, hcDAF12 agonist 0.2, DAX1 inh-1 1.1, sPLA2-III inh 0, Rev-erbA mod 0, PLC-beta3 inh -15, ssDAF12 agonist -2.0, PG9 binder 0.8, DAX1 inh-2 0.4 and hgDAF-12 ag -2.3.
Fc1ccc(-c2cc(-c3nnc4sc(-c5ccco5)nn34)[nH]n2)cc1 was read as SMARCA2 activ -1, hcDAF12 agonist -2.1, sPLA2-III inh -4, Rev-erbA mod 8, PLC-beta3 inh -2, ssDAF12 agonist -1.6, DAX1 inh-2 -1.9 and hgDAF-12 ag -3.9.
`COc1ccc(C(=O)NC2c3ccccc3-c3ccccc32)cc1` gave SMARCA2 activ -2, FXN GAA850 act -6.2, hcDAF12 agonist -1.0, DAX1 inh-1 -1.4, sPLA2-III inh 7, Rev-erbA mod -3, PLC-beta3 inh 0, ssDAF12 agonist -1.5, PG9 binder -0.4, DAX1 inh-2 -0.2 and hgDAF-12 ag -0.3.
C/C(=N/NC(N)=S)c1ccc(Br)s1 was read as SMARCA2 activ -2, FXN GAA850 act -0.4, hcDAF12 agonist -0.1, DAX1 inh-1 -0.3, sPLA2-III inh 7, Rev-erbA mod 2, PLC-beta3 inh 3, ssDAF12 agonist -1.2, PG9 binder -1.0, DAX1 inh-2 -2.0 and hgDAF-12 ag -0.1.
COc1ccccc1OCCC(=O)N1CCN(c2ccccc2OC)CC1 was read as SMARCA2 activ -3, FXN GAA850 act 1.9, hcDAF12 agonist 1.8, DAX1 inh-1 0.9, sPLA2-III inh -4, Rev-erbA mod -2, PLC-beta3 inh -3, ssDAF12 agonist -2.0, PG9 binder -0.4, DAX1 inh-2 0.4 and hgDAF-12 ag 1.4.
COc1ccc(CCNC(=O)C(=O)N2CCCC2)cc1OC was read as SMARCA2 activ 3, FXN GAA850 act 0.7, hcDAF12 agonist -1.3, DAX1 inh-1 -0.8, sPLA2-III inh 3, Rev-erbA mod -4, PLC-beta3 inh 4, ssDAF12 agonist -1.0, PG9 binder -0.9, DAX1 inh-2 -0.6 and hgDAF-12 ag 1.7.
`Cc1csc2ncnc(NNC(=O)c3ccc(Cl)cc3)c12` gave SMARCA2 activ -7, FXN GAA850 act -0.9, hcDAF12 agonist -2.6, DAX1 inh-1 -1.4, sPLA2-III inh 8, Rev-erbA mod -5, PLC-beta3 inh -5, ssDAF12 agonist -2.0, PG9 binder -2.2, DAX1 inh-2 -0.9 and hgDAF-12 ag -4.7.
O=C(NCc1cc(Cl)cc(Cl)c1)c1ccc2nc(COCCO)[nH]c2c1 was read as SMARCA2 activ -4, FXN GAA850 act -1.6, hcDAF12 agonist -1.2, sPLA2-III inh -3, Rev-erbA mod 0, PLC-beta3 inh 0, ssDAF12 agonist -0.8, PG9 binder 2.5, DAX1 inh-2 0.0 and hgDAF-12 ag 0.8.
Screening COc1ccccc1NS(=O)(=O)c1cccc(C(=O)N2CCN(Cc3ccc4c(c3)OCO4)CC2)c1 returned SMARCA2 activ -1, FXN GAA850 act 1.5, hcDAF12 agonist 1.9, DAX1 inh-1 -0.9, sPLA2-III inh -13, Rev-erbA mod 10, PLC-beta3 inh -5, ssDAF12 agonist 0.3, PG9 binder 0.2, DAX1 inh-2 -0.3 and hgDAF-12 ag 1.9.
COC(=O)C(NC(C)=O)(Nc1ccc(Br)cn1)C(F)(F)F (stereo unspecified) was read as SMARCA2 activ 0, FXN GAA850 act -0.3, hcDAF12 agonist -0.5, DAX1 inh-1 0.7, sPLA2-III inh 1, Rev-erbA mod -3, PLC-beta3 inh -20, ssDAF12 agonist -1.5, PG9 binder 1.2, DAX1 inh-2 0.5 and hgDAF-12 ag -2.7.
Nc1nc(NC(=O)c2cccc(S(=O)(=O)N3CCCCCC3)c2)nc(-c2ccccc2)n1 was read as SMARCA2 activ 1, FXN GAA850 act 2.6, hcDAF12 agonist -1.6, DAX1 inh-1 0.2, sPLA2-III inh -12, Rev-erbA mod -5, PLC-beta3 inh 1, ssDAF12 agonist -0.8, PG9 binder -0.9, DAX1 inh-2 -0.2 and hgDAF-12 ag -2.2.
For COc1ccc(CNC(=O)C(=O)c2cn(CC(=O)N3CCOCC3)c3ccccc23)cc1 the results were SMARCA2 activ 4, FXN GAA850 act 1.9, hcDAF12 agonist -0.6, DAX1 inh-1 1.3, sPLA2-III inh 1, Rev-erbA mod 3, PLC-beta3 inh -6, ssDAF12 agonist -0.2, PG9 binder -1.2, DAX1 inh-2 0.1 and hgDAF-12 ag 0.8.
Screening Cc1ccc(C)c(N(C(=O)c2csnn2)C(C(=O)NC2CCCCC2)c2ccccn2)c1 (stereo unspecified) returned SMARCA2 activ -1, FXN GAA850 act 0.2, hcDAF12 agonist -0.3, DAX1 inh-1 0.7, sPLA2-III inh -1, Rev-erbA mod 7, PLC-beta3 inh -5, ssDAF12 agonist -0.8, PG9 binder -1.1, DAX1 inh-2 0.2 and hgDAF-12 ag -0.9.
`CCOC(=O)c1csc(N)n1` gave SMARCA2 activ 0, FXN GAA850 act 2.6, hcDAF12 agonist -0.8, DAX1 inh-1 0.8, sPLA2-III inh 5, Rev-erbA mod -2, PLC-beta3 inh 2, ssDAF12 agonist -1.1, PG9 binder -1.5, DAX1 inh-2 0.6 and hgDAF-12 ag -1.8.
Screening COc1ccc(-c2csc(NC(=O)C3=NN(c4ccccc4)C(=O)CC3)n2)cc1 returned SMARCA2 activ -3, FXN GAA850 act -3.5, hcDAF12 agonist -3.5, DAX1 inh-1 -6.2, sPLA2-III inh -3, Rev-erbA mod 0, PLC-beta3 inh -1, ssDAF12 agonist -2.6, PG9 binder 1.0, DAX1 inh-2 -1.8 and hgDAF-12 ag -6.5.
`Cc1cc(NC(=O)COC(=O)C2CC(=O)N(c3ccc(Cl)cc3)C2)no1` (stereo unspecified) gave SMARCA2 activ -1, FXN GAA850 act 1.8, hcDAF12 agonist -1.3, DAX1 inh-1 -1.1, sPLA2-III inh 5, Rev-erbA mod 22*, PLC-beta3 inh -5, ssDAF12 agonist -1.4, PG9 binder 0.0, DAX1 inh-2 0.1 and hgDAF-12 ag -0.3.
For O=C(Nc1ccc(Nc2ccncc2)cc1)c1ccc(Nc2ccnc3ccc([N+](=O)[O-])cc23)cc1[N+](=O)[O-] the results were SMARCA2 activ 0, FXN GAA850 act -1.7, hcDAF12 agonist -0.8, DAX1 inh-1 -0.3, sPLA2-III inh -29, Rev-erbA mod -32, PLC-beta3 inh 1, ssDAF12 agonist -1.2, PG9 binder 0.6, DAX1 inh-2 0.3 and hgDAF-12 ag 2.8.
For CCCCCCCCN1C(=O)[C@H](CC(=O)NCCCOCCCC)C[C@@]2(C(=O)OCC)CCCC=C12 the results were SMARCA2 activ -4, hcDAF12 agonist -0.6, sPLA2-III inh -2, Rev-erbA mod -4, PLC-beta3 inh 2, ssDAF12 agonist -1.0, PG9 binder 0.8, DAX1 inh-2 3.3 and hgDAF-12 ag 0.8.
For CCOC(=O)/C(C#N)=C/Nc1ccccc1OC the results were SMARCA2 activ 4, FXN GAA850 act 8.0*, hcDAF12 agonist 2.5, DAX1 inh-1 1.6, sPLA2-III inh -1, Rev-erbA mod -5, PLC-beta3 inh -4, ssDAF12 agonist 0.1, PG9 binder 1.5, DAX1 inh-2 0.9 and hgDAF-12 ag 13*.
`CCN(CC(=O)NCc1ccc(Cl)cc1)C(=O)c1cccc(S(=O)(=O)Nc2ccc(OC)cc2)c1` gave SMARCA2 activ 0, FXN GAA850 act -1.6, hcDAF12 agonist -1.6, DAX1 inh-1 -1.0, sPLA2-III inh -20, Rev-erbA mod 0, PLC-beta3 inh -7, ssDAF12 agonist -0.5, PG9 binder -1.5, DAX1 inh-2 -2.5 and hgDAF-12 ag 0.3.
Screening Cc1cccc(N2CC(C(=O)Nc3nnc(SCCN4CCOCC4)s3)CC2=O)c1 (stereo unspecified) returned SMARCA2 activ -1, FXN GAA850 act -1.1, hcDAF12 agonist 0.1, DAX1 inh-1 0.8, sPLA2-III inh -8, Rev-erbA mod -2, PLC-beta3 inh -17, ssDAF12 agonist -0.9, PG9 binder -2.8, DAX1 inh-2 -1.5 and hgDAF-12 ag 1.3.
